Bioassay records: PubChem, several laboratories
Lipid droplet = hepatic lipid droplet formation modulation; AML12 mouse hepatocytes, oleate lipid droplets, BODIPY imaging; inhibition, % at 6.5 µM; hit rate 0.4% among 240,000;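 active = lipid droplet intensity inhibited by at least 50%, with more than 500 cells counted; inconclusive = wells with under 300 cells, treated as cytotoxic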
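Test system: AML12 hepatocytes (mouse); reagent: oleate loading, 100 µM; dosing: one dose, 6.5 µM compound; incubation: overnight exposure; signal: fluorescence imaging, 20x objective, two fields per well; read-out basis: % inhibition of corrected integrated BODIPY droplet signal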
Myeloid diff MLP = myeloid differentiation induction; ER-HoxA9 myeloid progenitors, lysozyme-GFP differentiation, flow cytometry; calls only at 10 µM; hit rate 1% among 360,000; AID 624256;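 active = normalized GFP-positive differentiation at or above the plate's own cutoff, the solvent-only control mean plus 3 SD; inconclusive = no clear call, values can overlap the other calls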;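 note: cells exposed to compound for four days before flow analysis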
UTI89 phage lysis = inhibition of K1F phage lysis, E. coli UTI89, bacterial capsule biogenesis inhibitors, alamar blue (AID 488966); E. coli UTI89 K1F phage lysis, alamar blue, 2 h; higher % means a stronger effect; inhibition, % at 100 µM, or IC50 in µM where a hit was titrated; hit rate 0.02% among 340,000;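 active = phage lysis inhibition, versus mean bacterial control, above a set limit; inconclusive = no clear call, values can overlap the other calls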;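 note: capsule biogenesis inhibitors block K1F phage lysis so surviving cells raise fluorescence; higher fluorescence means more inhibition of phage lysis; actives were called in the ten point dose series up to 300 µM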
Lipid droplet cells 6.5 µM = second read-out of Lipid droplet, no call of its own (marks repeat the call); cell count; measured here: cell count, cytotoxicity flag;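 cells counted across two imaged fields per well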
Myeloid diff MLP GFP+ MAC1+ % = second read-out of Myeloid diff MLP, no call of its own (marks repeat the call); GFP+ MAC1+ double positive, %; measured here: differentiation confirmed by MAC1 staining
* = called active by the depositor; i = inactive; ? = inconclusive; · = not tested or not shown; [ ] = dose if it differs, or a comment. A portion of the library; the hit share may differ from the screen's.

Start of the data: the first four entries, ahead of the listing:
SMILES | Lipid droplet | Lipid droplet cells 6.5 µM | Myeloid diff MLP | Myeloid diff MLP GFP+ MAC1+ % | UTI89 phage lysis
O=C(c1ccccc1NS(=O)(=O)c1ccc(Br)cc1)N1CCOCC1 | -7 | 727 | i | 3.7 | 0.1%
Cc1ccc(C)c(NC(=O)CN(C)C(=O)c2ccncc2)c1 | 4 | 819 | i | 0.3 | 2.1%[50 µM]
O=C(CCN1CCOCC1)NNC(=O)Nc1cccc(C(F)(F)F)c1 | -5 | 694 | i | 1.0 | 2.4%[50 µM]
O=c1oc2ccccc2n1Cc1cccc(F)c1 | 4 | 812 | i | 0.8 | 0.2%

Results, from the first entry:
SMILES | Lipid droplet | Lipid droplet cells 6.5 µM | Myeloid diff MLP | Myeloid diff MLP GFP+ MAC1+ % | UTI89 phage lysis
O=C(c1ccccc1NS(=O)(=O)c1ccc(Br)cc1)N1CCOCC1 | -7 | 727 | i | 3.7 | 0.1%
Cc1ccc(C)c(NC(=O)CN(C)C(=O)c2ccncc2)c1 | 4 | 819 | i | 0.3 | 2.1%[50 µM]
O=C(CCN1CCOCC1)NNC(=O)Nc1cccc(C(F)(F)F)c1 | -5 | 694 | i | 1.0 | 2.4%[50 µM]
O=c1oc2ccccc2n1Cc1cccc(F)c1 | 4 | 812 | i | 0.8 | 0.2%
COc1cc(/C=N/NC(=O)c2ccc(NC(=O)C3CC3)cc2)ccc1OC(C)=O | -1 | 801 | i | 1.3 | -0.6%[50 µM]
CC(C)CN(CCNC(=O)CN1C(=O)COc2ccc(S(=O)(=O)N3CCOCC3)cc21)CC(C)C | 0 | 715 | i | 0.7 | 0.6%
O=C(CSc1nccc(=O)[nH]1)NC1CCCC1 | 6 | 851 | i | 0.9 | 0.5%
COc1ccc(/C=N/n2nnnc2N)c(OC)c1 | 12 | 862 | i | 0.7 | -0.2%[50 µM]
Cc1ccc(C2c3[nH]c4ccccc4c3C[C@H]3C(=O)N(c4ccccc4C(=O)NCCCN4CCOCC4)C(=O)N23)cc1 (stereo partly specified) | -10 | 816 | i | 3.8 | -5.2%
COc1ccc(CN2CCC(n3nccc3NC(=O)C3CC3)CC2)cc1O | 0 | 800 | i | 0.6 | 1.1%[50 µM]
Cc1ccc(N(C(=O)c2csnn2)C(C(=O)NCc2ccccc2)c2cccnc2)cc1 (stereo unspecified) | -38 | 797 | i | 0.7 | -0.9%
CCOc1ccc2ccccc2c1/C=N/NC(=O)CNC(=O)c1ccccc1F | 12 | 818 | i | 0.3 | 0.3%
CCOC(=O)N1CCC(NC(=O)c2ccc3c(c2)N(C)C(=O)/C(=C/c2cccc(OC)c2)S3)CC1 | -20 | 666 | i | 2.9 | -0.1%
O=C(O)/C=C/c1cn(Cc2ccccc2)nc1-c1cccnc1 | 4 | 660 | i | 0.5 | 0.2%
Cc1ccc(CN(CC(O)COc2cccc3[nH]cc(C)c23)C(C)(C)C)cc1 (stereo unspecified) | -4 | 835 | i | 0.1 | -0.1%[50 µM]
Cc1ccc(NC(=O)c2cc([N+](=O)[O-])ccc2N2CCOCC2)cc1C | -22 | 663 | i | 1.1 | 0.5%[50 µM]
Cn1ccnc1CN1CCN(C(=O)c2cc(COc3ccc(F)c(F)c3)on2)CC1 | -18 | 654 | i | 1.0 | 0.0%
CCCCn1c(N)c(N(CCOC)C(=O)CCNC(=O)c2ccccc2Cl)c(=O)[nH]c1=O | -2 | 833 | i | 1.0 | 0.2%
Cc1coc2c(C)c3oc(=O)c(CCC(=O)N4C[C@H]5C[C@@H](C4)c4cccc(=O)n4C5)c(C)c3cc12 | -30 | 781 | i | 2.3 | -4.1%
O=C(Nc1cccc(Cl)c1N1CCOCC1)c1cccnc1 | -2 | 796 | i | 5.2 | 0.5%
Cc1cccc2c1-c1sc(C(=O)NCCCN3CCCC(C)C3)cc1CO2 (stereo unspecified) | -9 | 741 | ? | · | -0.2%
CCOc1ccccc1NC(=O)c1ccc2[nH]c(C)c(C)c2c1 | 18 | 798 | i | 0.7 | 0.3%
CC(C)c1ccc(NC(=O)c2ccc3snnc3c2)cc1 | -3 | 671 | ? | · | 0.5%[50 µM]
CCS(=O)(=O)N1Cc2ccccc2CC1C(=O)N(C)Cc1ccc(OC)c(F)c1 (stereo unspecified) | -4 | 728 | i | 0.9 | -0.2%
Cc1ccc(C2=N/C(=C\c3cccc(F)c3)C(=O)O2)cc1 | -2 | 800 | i | 0.8 | 0.8%
Cc1cccc(COc2ccc(/C=N/NC(=O)c3nnn(-c4nonc4N)c3CN3CCCCC3)cc2)c1 | -11 | 743 | i | 1.1 | 0.1%
CCC(Sc1nc(N)c(NC(=O)c2ccco2)c(=O)[nH]1)C(=O)O (stereo unspecified) | -2 | 817 | i | 0.6 | 0.1%
CCN1CCN(C(=O)/C=C/c2ccc(OC)c(OC)c2)CC1 | -1 | 831 | i | 0.7 | -1.1%
O=C(c1ccncc1)N1N=C(c2ccc(Cl)cc2)CC1c1ccccc1O (stereo unspecified) | 22 | 774 | i | 1.7 | -0.1%
CCn1c(=O)n(CC)c2cc(N3CCCC3)c(NC(=O)c3ccc(C)c([N+](=O)[O-])c3)cc21 | 4 | 811 | i | 5.7 | 1.2%
Cc1ccc(S(=O)(=O)N(CC(O)CN2C(=O)NC(C)(C)C2=O)c2cccc([N+](=O)[O-])c2)cc1 (stereo unspecified) | -4 | 739 | i | 0.5 | -0.5%
CCOc1cc(NC(=O)Nc2ccccc2)c(OCC)cc1NC(=O)CC | 4 | 783 | i | 0.4 | -0.2%
CN(C)Cc1c(O)ccc2cc(-c3nc4ccccc4n3C)c(=O)oc12 | 2 | 833 | i | 1.2 | -0.1%
COC(=O)CSc1nc2ccccc2c(=O)n1Cc1ccccc1 | -10 | 803 | i | 0.9 | -2.1%
CCCc1c(C(=O)N/N=C/c2cccc3ccccc23)nnn1-c1nonc1N | 7 | 690 | i | 0.0 | 0.2%
O=C(Nc1ccc(S(=O)(=O)N2CCCC2)cc1)Nc1ccc(F)cc1F | -6 | 730 | i | 0.4 | 0.0%
O=C(NCc1nnc2c(C(F)(F)F)cc(Cl)cn12)c1cccs1 | 0 | 753 | i | 5.2 | 0.2%
COc1ccccc1N1CCN(Cc2cc3c(cc2O)OCO3)CC1 | -10 | 802 | i | 0.5 | -0.1%
O=C(Nc1ccc(F)cc1)C1CC(=O)N(Cc2ccco2)C1 (stereo unspecified) | 10 | 830 | i | 2.5 | 2.7%[50 µM]
Cc1cc(C(=O)CSc2ccccc2)cc(C)c1O | -6 | 803 | i | 0.5 | 0.0%
Cc1cc(NC(=O)Cn2c(=O)oc3ccc(Cl)cc32)no1 | -3 | 722 | i | 0.0 | 0.0%
COCC(=O)Nc1cc(C)cn(Cc2cccc(C(F)(F)F)c2)c1=O | 2 | 769 | i | 0.9 | 0.0%
C[C@H](NC(=O)[C@H]1N2C(=O)c3ccccc3C2SC1(C)C)C(=O)N1CCCCC1 (stereo partly specified) | -6 | 679 | i | 2.4 | 0.2%
CCN(C(=S)NC(=O)C1CC1)c1ccccc1 | -4 | 822 | i | 0.2 | 0.0%
COc1ccc(Cc2nnc(NC(=O)Nc3ccc(F)cc3)s2)cc1OC | ? | · | i | 0.1 | 0.2%
CSCC[C@H](NC(=O)c1ccc(Br)o1)c1nnc2ccccn12 | -23 | 741 | i | 0.9 | -0.2%
Cc1cccc(CCNS(=O)(=O)c2ccc3c(c2)NC(=O)C(C)S3)c1 (stereo unspecified) | -1 | 759 | i | 7.1 | 0.3%
Cc1cccc(OC(C)C(=O)N2CCc3ccccc3C2)c1 (stereo unspecified) | 3 | 857 | i | 0.4 | 0.2%
CN(CC(=O)Nc1cccc(F)c1)C(=O)c1ccc(OCC2CCCO2)cc1 (stereo unspecified) | -2 | 831 | i | 0.5 | 0.1%
COc1cc(C(C)=O)ccc1OCC(O)CN1CCN(c2ccc(C)c(C)c2)CC1 (stereo unspecified) | 0 | 828 | i | 0.5 | -0.6%
CCCCOc1ccc(C(=O)NNC(=O)C2C3C=CC(C3)C2C(=O)O)cc1 (stereo unspecified) | 0 | 715 | ? | · | 0.2%
CCOc1ccc(NC(=O)C2CCCN(c3c(CC)c(C)nc4ncnn34)C2)cc1 (stereo unspecified) | -29 | 815 | i | 0.1 | -0.3%
CCc1nc2sc3c(c2c(=O)n1CCO)CCC3 | -3 | 794 | i | 0.7 | -0.1%
Cc1cccc(C(=O)Nc2nnc(S(=O)(=O)N3CCOCC3)s2)c1 | -4 | 740 | i | 1.0 | 1.0%
O=C(c1ccc2ccccc2c1)C1CCCN(C(=O)c2cccnc2)C1 (stereo unspecified) | 12 | 712 | i | 0.4 | -0.1%
O=C(CSc1nnc(CNC(=O)c2ccccc2)o1)NCc1ccc2c(c1)OCO2 | 28 | 716 | i | 1.1 | 0.0%
Cc1ccc(C(=O)N/C(=C/c2ccc(Cl)cc2)C(=O)N2CCOCC2)cc1 | 6 | 802 | i | 0.6 | -0.3%
COc1ccc(CN(C(=O)c2snc(C(N)=O)c2N)C(C(=O)NC2CCCC2)c2cc(OC)ccc2OC)cc1 (stereo unspecified) | 7 | 716 | i | 1.3 | 0.0%
Cc1cc(NC(=O)C(C)SCC(=O)OCc2c(Cl)cccc2Cl)no1 (stereo unspecified) | 2 | 806 | i | 3.0 | -0.1%[50 µM]
Cn1nnc(NC(=S)NC(=O)c2cc(Cl)ccc2Cl)n1 | -1 | 664 | i | 1.5 | -0.2%

As a working copy, part of the list above:
SMILES | Lipid droplet | Lipid droplet cells 6.5 µM | Myeloid diff MLP | Myeloid diff MLP GFP+ MAC1+ % | UTI89 phage lysis
CCOc1ccc(NC(=O)C2CCCN(c3c(CC)c(C)nc4ncnn34)C2)cc1 (stereo unspecified) | -29 | 815 | i | 0.1 | -0.3%
CCc1nc2sc3c(c2c(=O)n1CCO)CCC3 | -3 | 794 | i | 0.7 | -0.1%
Cc1cccc(C(=O)Nc2nnc(S(=O)(=O)N3CCOCC3)s2)c1 | -4 | 740 | i | 1.0 | 1.0%

Record cards, from the list above. Order of values: Lipid droplet, Lipid droplet cells 6.5 µM, Myeloid diff MLP, Myeloid diff MLP GFP+ MAC1+ %, UTI89 phage lysis
O=C(CSc1nnc(CNC(=O)c2ccccc2)o1)NCc1ccc2c(c1)OCO2 is entered as 28, 716, i, 1.1, 0.0%
COc1ccc(CN(C(=O)c2snc(C(N)=O)c2N)C(C(=O)NC2CCCC2)c2cc(OC)ccc2OC)cc1 (stereo unspecified) is entered as 7, 716, i, 1.3, 0.0%

(further entries)
SMILES | Lipid droplet | Lipid droplet cells 6.5 µM | Myeloid diff MLP | Myeloid diff MLP GFP+ MAC1+ % | UTI89 phage lysis
CCOC(=O)c1cccc(NC(=S)NC(=O)c2cccnc2)c1 | -3 | 817 | i | 0.5 | 0.4%
O=C(NCC1CCCCC1)C1(CC2CC(c3cccc(Br)c3)=NO2)CCNCC1 (stereo unspecified) | -16 | 784 | i | 1.2 | i
CCCc1cc(=O)n2nc(N3CCC(C(=O)N4CCN(c5cccc(OC)c5)CC4)CC3)sc2n1 | 8 | 718 | i | 0.0 | -0.5%
Cc1ccc(CNC(=O)CS(=O)Cc2nc(-c3ccccc3Cl)oc2C)cc1 (stereo unspecified) | -7 | 685 | ? | · | 0.9%
O=C(NCc1ccc2c(c1)OCO2)c1nc(Cn2ccc([N+](=O)[O-])n2)no1 | -9 | 776 | i | 0.3 | -0.2%
CC1CCN(C(=O)C2CCCN2S(=O)(=O)c2ccc(Cl)cc2)CC1 (stereo unspecified) | -16 | 714 | i | 0.6 | 0.3%[50 µM]
COc1ccc(/C=C2\SC(=S)N(CCC(=O)Nc3cccc(C(=O)O)c3)C2=O)cc1OC | 1 | 790 | i | 0.7 | -0.1%
C[C@H](NC(=O)[C@H]1N2C(=O)c3ccccc3C2SC1(C)C)C(=O)N1CCC[C@H]1C(=O)O (stereo partly specified) | -2 | 782 | i | 3.3 | 1.6%
CC1Sc2ccc(S(=O)(=O)CCC(=O)N3CCN(c4ccccc4)CC3)cc2NC1=O (stereo unspecified) | 4 | 719 | i | 1.0 | -0.1%
NC(=O)NC(=O)COC(=O)c1ccc2noc(-c3ccccc3)c2c1 | 11 | 802 | i | 0.5 | 0.0%
Cc1ccc(CC(=O)NCCN2CCOCC2)cc1 | -6 | 834 | i | 0.3 | 0.4%
CCOc1ccc(NC(=O)C2CCN(S(=O)(=O)CC)CC2)cc1 | 3 | 857 | i | 0.7 | 0.2%
COc1ccc(NC(=O)CN2CCc3ccccc3C2)c(OC)c1 | -11 | 779 | i | 0.5 | 0.0%
O=C(NCCCc1ccncc1)C1CCC(=O)N(CCc2cccc(F)c2)C1 (stereo unspecified) | 0 | 747 | i | 0.2 | -2.1%
CC(C)(C)NC(=O)c1cc(-c2ccc3c(c2)OCO3)nc2ccccc12 | -2 | 635 | i | 0.7 | 0.4%
CCOC(=O)c1ccccc1NC(=O)COC(=O)CSC(C)C(=O)Nc1cc(C)on1 (stereo unspecified) | 8 | 852 | i | 4.3 | 0.6%[50 µM]
C#CCOc1ccc(/C=C2/C(=O)N(c3cccc(C(=O)O)c3)N=C2C)cc1OC | -2 | 762 | i | 0.6 | 0.4%
